# Source: PubChem
# eLon inh – inhibitors of E. coli Lon protease; AID 602123; purified E. coli Lon protease, fluorescence polarization; 360,000 tested, 0.42% active; P0A9M0; inhibition, % at 7.94 µM; in the data active = inhibition above about 13%, passing the limit was not always enough;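 also: 0% = enzyme with probe and DMSO and 100% = no enzyme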
# Target sequence (P0A9M0 whole entry, looked up): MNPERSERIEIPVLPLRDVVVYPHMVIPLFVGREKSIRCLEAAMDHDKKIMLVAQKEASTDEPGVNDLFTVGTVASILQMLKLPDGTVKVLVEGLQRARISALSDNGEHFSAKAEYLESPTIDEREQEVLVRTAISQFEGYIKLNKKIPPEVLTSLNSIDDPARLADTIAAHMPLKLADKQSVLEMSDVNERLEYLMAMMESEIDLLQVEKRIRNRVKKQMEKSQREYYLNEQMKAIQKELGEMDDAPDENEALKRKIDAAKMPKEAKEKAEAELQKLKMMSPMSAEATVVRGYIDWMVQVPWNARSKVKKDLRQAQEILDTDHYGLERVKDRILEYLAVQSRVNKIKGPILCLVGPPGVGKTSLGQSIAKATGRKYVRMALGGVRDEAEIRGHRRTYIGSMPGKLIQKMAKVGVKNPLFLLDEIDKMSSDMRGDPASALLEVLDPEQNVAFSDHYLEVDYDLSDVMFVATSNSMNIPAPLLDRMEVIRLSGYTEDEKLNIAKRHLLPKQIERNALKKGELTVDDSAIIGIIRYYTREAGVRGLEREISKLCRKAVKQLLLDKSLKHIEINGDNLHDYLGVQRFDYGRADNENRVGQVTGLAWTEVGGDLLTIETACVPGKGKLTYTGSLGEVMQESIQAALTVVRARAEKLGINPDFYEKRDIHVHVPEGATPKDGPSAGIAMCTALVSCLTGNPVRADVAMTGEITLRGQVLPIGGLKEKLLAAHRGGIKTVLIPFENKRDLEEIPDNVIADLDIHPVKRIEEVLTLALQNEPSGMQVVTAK
# MsrA inh – bovine MsrA inhibition; purified bovine MsrA, absorbance read-out; inhibition, % at 15.5 µM; 360,000 tested, 0.75% active; AID 651718; in the data active = inhibition above about 4.5%;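 also: 0% = vehicle wells with enzyme and 100% = reference inhibitor wells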
# FAS-TE inh – blocks the thioesterase domain of human fatty acid synthase; P49327; recombinant FAS-TE, OMFH fluorogenic substrate, fluorescence endpoint; inhibition, % at 15 µM; 360,000 tested, 0.67% active; AID 602261;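 active = compounds whose normalised, plate-corrected inhibition of enzyme fluorescence in the single-dose primary screen is 50% or more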;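 also: 0% = DMSO with enzyme and 100% = substrate without enzyme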
# PABP1 MLLE inh – blocks PAM2 peptide binding to the PABP1 MLLE domain. inhibition, % at 20 µM. AID 588489. GST-MLLE / FITC-PAM2 fluorescence polarization. 360,000 tested, 0.36% active; in the data active = inhibition above about 35%, passing the limit was not always enough;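 also: plate controls were DMSO wells with GST-MLLE for no effect and wells lacking GST-MLLE protein for full effect; some results filed as inactive read as strong as hits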
# CSN deneddyl inh – inhibitors of human CSN-mediated cullin deneddylation. inhibition, % at 12.5 µM. Q92905. 360,000 tested, 0.38% active. AID 651999. Purified CSN, SCF-Nedd8-OG deneddylation, fluorescence polarization;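 active = pattern-corrected inhibition above about 35%, with an unprinted fluorescence ratio check between 0.5 and 1.5, limit read from the data, passing the limit was not always enough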;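 also: 0% = enzyme with substrate and 100% = substrate without enzyme; some results filed as inactive read as strong as hits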
# Target sequence (Q92905 whole entry, looked up, one chain of several): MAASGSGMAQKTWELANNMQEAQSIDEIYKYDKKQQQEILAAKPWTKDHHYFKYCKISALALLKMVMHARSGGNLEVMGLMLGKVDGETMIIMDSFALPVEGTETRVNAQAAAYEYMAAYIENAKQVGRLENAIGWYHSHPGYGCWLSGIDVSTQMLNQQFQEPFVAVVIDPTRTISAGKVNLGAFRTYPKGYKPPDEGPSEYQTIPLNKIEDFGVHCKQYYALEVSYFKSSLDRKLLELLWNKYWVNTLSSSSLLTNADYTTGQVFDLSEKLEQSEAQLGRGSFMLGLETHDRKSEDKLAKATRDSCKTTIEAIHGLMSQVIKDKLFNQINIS
#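 Test system: purified human Csn5 enzyme expressed in HEK293T cells. Amount: 0.24 nM enzyme. Reagent: SCFSkp2-Nedd8OG substrate at 10 nM final. Schedule: 90 min incubation of compound, enzyme and substrate at room temperature. Detection: fluorescence polarization. Read-out: % inhibition of substrate cleavage by Csn5.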
# TbMetRS inhib – blocks T. brucei methionyl-tRNA synthetase activity; purified T. brucei MetRS, ATP depletion, Kinase-Glo luminescence; inhibition, % at 11.9 µM; 360,000 tested, 0.4% active; AID 624268;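 active = inhibition above a per-plate cutoff of the control wells' mean inhibition plus 3 SD, cut at about 5.5% in these data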;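 also: 0% = DMSO wells median and 100% = median of wells with control inhibitor compound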
#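 technique = Kinase-Glo luminescence, ATP depletion format | system = purified MetRS (methionyl-tRNA synthetase) enzyme from Trypanosoma brucei | timing = 15 min preincubation, 2 h reaction, all 25 °C | evaluation = percent inhibition versus plate control medians | dosing = single dose, 11.9 µM final nominal, 0.9% final DMSO | also added = substrates ATP, L-methionine and bulk Escherichia coli tRNA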
# Neddyl block – inhibitors of human cullin neddylation; P61081+Q13564; AID 651699; calls only at 25 µM; 360,000 tested, 0.58% active; TR-FRET cullin neddylation, biochemical; in the data active = inhibition above about 36%
# MsrA act – activates bovine MsrA enzyme | purified bovine MsrA, absorbance read-out | activation, % at 10.6 µM | 360,000 tested, 0.3% active; in the data active = activation above about 7.5%;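 also: 0% = vehicle and 100% = reference activator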
# Rin1 Abl inh – human Rin1-Abl interaction inhibition. 360,000 tested, 0.4% active. inhibition, % at 7.35 µM. TR-FRET Rin1/Abl binding, biochemical. P00519+Q13671; in the data active = inhibition above about 5%, passing the limit was not always enough
# * hit, by the source's call; i = inactive; x = no result given; + = active, no number. This is a random part of the collection; 4% or so of the library scored in one or more.
1. CC(=O)Nc1sc(NC(=O)c2ccc(C)cc2)nc1-c1cccs1
2. COc1ccc(S(=O)(=O)NCc2ccc3c(c2)OCO3)cc1C
3. CCOc1ccc2oc(=O)cc(C)c2c1
4. COc1cc(NC2c3ccccc3C(=O)N2Cc2ccc3c(c2)OCO3)cc(OC)c1 (centres undefined)
5. CC1CCN(C(=O)c2ccc(S(=O)(=O)N3CCCC3)cc2)CC1
6. CC(Oc1ccc2c(-c3ccccc3)cc(=O)oc2c1)C(=O)N1CCOCC1 (centres undefined)

Assay by compound	1	2	3	4	5	6
eLon inh	-3.2	6.9	-7.7	-2.8	-0.7	7.7
MsrA inh	-0.1	-0.7	-0.1	-0.2	0.9	2.2
FAS-TE inh	-2.8	1.0	-9.0	13.0	-3.8	-3.0
PABP1 MLLE inh	5.8	11.1	0.4	0.7	-0.5	4.6
CSN deneddyl inh	-3.4	-5.1	1.0	2.6	-7.9	0.0
TbMetRS inhib	-0.6	-0.2	-1.5	0.4	-0.3	-0.4
Neddyl block	i	i	i	i	i	i
MsrA act	0.4	-2.8	-9.1	-1.9	-1.6	-4.0
Rin1 Abl inh	0.2	1.7	1.1	-2.2	0.2	0.7

7. O=C1CC(c2ccccc2)CC(O)=C1C=NCCc1ccccc1 (centres undefined)
8. C=CCN1C(=O)SC(Cc2cccc(OC)c2O)C1=O (centres undefined)
9. COc1ccc(-c2nc(-c3ccccc3)ncc2S(C)(=O)=O)cc1
10. CCCCc1nc2cc(C(=O)N3CCCCC3C(=O)OC)ccc2o1 (centres undefined)
11. CCn1cc(CNCc2cn(-c3ccccc3C)nc2-c2ccc(OC)c(F)c2)cn1
12. S=c1[nH]nc(COc2ccc3c(c2)OCO3)n1-c1ccccc1

Assay by compound	7	8	9	10	11	12
eLon inh	6.7	-0.7	0.2	12.4	2.0	6.0
MsrA inh	-1.3	1.1	0.0	0.1	-0.7	-1.1
FAS-TE inh	-5.5	-2.6	8.5	13.1	-2.0	-3.1
PABP1 MLLE inh	-15.5	-10.7	1.0	-1.3	-9.0	-11.3
CSN deneddyl inh	-7.4	2.3	-4.7	1.0	-0.2	0.6
TbMetRS inhib	-0.5	0.3	1.0	-0.2	0.0	0.3
Neddyl block	i	i	i	i	i	i
MsrA act	-1.4	-1.0	-4.3	0.4	-0.9	2.9
Rin1 Abl inh	-2.4	-1.0	1.5	-0.9	1.3	1.2

13. Cc1cc(S(=O)(=O)N(C)CCc2ccccc2)ccc1-n1cnnn1
14. O=C(c1ccc(Cl)cc1)N1CCN(c2ncccn2)CC1
15. O=C(Nc1cccc(Cl)c1)c1ccc(F)c(S(=O)(=O)NCc2ccc3c(c2)OCO3)c1
16. Cc1ccc(C(=O)N2CCN(S(=O)(=O)c3ccccc3C#N)CC2)cc1S(=O)(=O)N1CCOCC1
17. CCC(C)(C)NC(=O)CN(C(=O)c1csnn1)c1ccccc1-c1ccccc1
18. COc1ccccc1Cc1nnnn1CC(=O)O

Assay by compound	13	14	15	16	17	18
eLon inh	5.2	6.7	7.3	-2.8	-4.4	-8.2
MsrA inh	-0.1	-0.8	-0.2	-0.5	-0.9	0.4
FAS-TE inh	5.9	-7.7	13.8	1.1	-1.5	-3.1
PABP1 MLLE inh	-7.3	-4.4	-5.6	-0.1	2.4	-11.5
CSN deneddyl inh	-5.3	1.5	-13.1	-3.7	-4.6	-3.0
TbMetRS inhib	-0.8	-0.8	0.9	-0.3	0.6	-0.6
Neddyl block	i	i	i	i	i	i
MsrA act	-2.3	-1.4	-2.1	-4.5	-2.5	-4.5
Rin1 Abl inh	-4.5	0.9	-1.5	-0.4	3.4	0.6

19. COc1ccc(-c2nc(N)ncc2-c2csc(C)n2)c(O)c1OC
20. Cc1nc(SCc2ccc([N+](=O)[O-])cc2)nc2ccccc12
21. COCCNC(=O)CN(C)S(=O)(=O)c1ccc(Br)cc1
22. COc1ccc(CCN(C(=O)c2snc(C(N)=O)c2N)C(C(=O)NCC2CCCO2)c2ccc(F)cc2)cc1OC (centres undefined)
23. C[C@@H]1COc2cc(N3CCN(Cc4ccccc4F)CC3)ccc2S(=O)(=O)N1
24. O=C(NCc1ccccc1F)C1CCN(C(=O)NCc2ccccc2)CC1

Assay by compound	19	20	21	22	23	24
eLon inh	-1.6	0.1	-4.4	3.9	6.4	-10.3
MsrA inh	0.7	-1.6	0.8	1.8	1.6	0.6
FAS-TE inh	-9.5	30.2	-14.8	3.7	-8.5	-3.3
PABP1 MLLE inh	5.4	-14.4	2.8	-10.8	x	6.5
CSN deneddyl inh	3.3	-8.0	-3.5	3.3	-4.8	-1.9
TbMetRS inhib	-0.4	-0.4	-1.1	-0.2	-0.1	-1.6
Neddyl block	i	i	i	i	i	i
MsrA act	-1.8	-2.2	-3.5	-2.8	-1.3	-12.7
Rin1 Abl inh	0.2	-0.2	-1.9	-0.7	x	-0.7

# Complete entries from above.
# `COCCNC(=O)CN(C)S(=O)(=O)c1ccc(Br)cc1` is listed as eLon inh: -4.4; MsrA inh: 0.8; FAS-TE inh: -14.8; PABP1 MLLE inh: 2.8; CSN deneddyl inh: -3.5; TbMetRS inhib: -1.1; Neddyl block: i; MsrA act: -3.5; Rin1 Abl inh: -1.9
# `O=C(NCc1ccccc1F)C1CCN(C(=O)NCc2ccccc2)CC1` is listed as eLon inh: -10.3; MsrA inh: 0.6; FAS-TE inh: -3.3; PABP1 MLLE inh: 6.5; CSN deneddyl inh: -1.9; TbMetRS inhib: -1.6; Neddyl block: i; MsrA act: -12.7; Rin1 Abl inh: -0.7

# Other compounds follow:
25. CCC(C(=O)OC(C)C)c1ccc2ccccc2c1 (centres undefined)
26. CCOC(=O)C(C)NC(=O)c1cn(-c2ccc(OC)cc2)c(=O)c2ccccc12 (centres undefined)
27. CC(C)CN1C(=O)/C(=C/c2cccs2)NC1=S
28. CC(=O)N(/N=C/c1ccc(C)cc1)c1nc(CCl)cs1
29. N#Cc1ccc(-c2nc3ccc(Br)cn3c2Cc2cccc(F)c2)cc1
30. Cn1c(N)c(C(=O)COC(=O)/C=C/c2ccc(Cl)cc2Cl)c(=O)n(C)c1=O

Assay by compound	25	26	27	28	29	30
eLon inh	1.4	5.9	-4.9	-13.9	2.5	-11.2
MsrA inh	-1.1	-0.5	1.7	0.7	-0.4	1.0
FAS-TE inh	9.7	-2.4	1.7	6.9	22.2	-5.8
PABP1 MLLE inh	-4.6	8.5	-76.9	-13.3	-17.8	-5.4
CSN deneddyl inh	-3.6	-1.7	-1.6	11.2	4.6	2.4
TbMetRS inhib	-0.3	0.2	0.7	0.1	0.1	-0.1
Neddyl block	i	i	i	i	i	i
MsrA act	-4.1	-0.3	-2.2	-3.0	-2.2	-1.0
Rin1 Abl inh	0.7	1.8	-3.0	2.5	-66.0	2.5

31. Cc1cccc(N(C(=O)c2csnn2)C(C(=O)NCc2ccccc2)c2cccs2)c1 (centres undefined)
32. Cn1c(N)c(C(=O)COC(=O)c2ccc(Cl)c(S(=O)(=O)N3CCCC3)c2)c(=O)n(C)c1=O
33. CCOC(=O)C1=C(CN2CCN(C(=O)c3ccco3)CC2)NC(=O)NC1c1ccc(Cl)cc1 (centres undefined)
34. CCCn1nnc(NC(=S)NC(=O)/C=C/c2ccco2)n1
35. CCOC(=O)CSc1nnc(NC(=O)c2ccco2)s1
36. CS(=O)(=O)c1ccc(CNC(=O)C2(C(F)(F)F)C/C(=C/CCO)CCCO2)cc1 (centres undefined)

Assay by compound	31	32	33	34	35	36
eLon inh	11.3	-7.3	-8.4	-6.5	-2.1	-2.5
MsrA inh	0.8	-1.0	-0.6	1.6	1.2	0.7
FAS-TE inh	2.3	2.1	-1.7	-7.8	-9.0	-9.5
PABP1 MLLE inh	-1.1	14.4	2.2	21.2	5.4	-2.6
CSN deneddyl inh	-5.6	5.4	-1.3	1.4	-2.1	0.0
TbMetRS inhib	-0.4	-0.3	0.3	0.0	0.0	-0.4
Neddyl block	i	i	i	i	i	i
MsrA act	0.9	-3.6	-1.8	-3.4	-5.0	1.3
Rin1 Abl inh	2.2	-4.0	-1.4	-0.5	1.7	0.3

37. COc1cc(/C=N/Nc2nc(C)cc(=O)[nH]2)cc(OC)c1O
38. CCCN(CCC)S(=O)(=O)c1ccc(C(=O)NCc2ccco2)cc1
39. COc1ccc2[nH]c3c(C)c4ccncc4c(C)c3c2c1
40. COc1ccc(N2CCN(C(c3cccs3)C(C)NC(=O)c3ccco3)CC2)cc1 (centres undefined)
41. CN(C)c1ncnc2c1ncn2[C@H]1CN(Cc2ccccc2)C[C@@H](CO)O1
42. COc1ccc(-c2cc(C(=O)N3CC4(C)CC3CC(C)(C)C4)no2)cc1OC (centres undefined)

Assay by compound	37	38	39	40	41	42
eLon inh	0.1	-6.2	-15.9	0.5	-2.0	-5.7
MsrA inh	2.1	2.4	-0.2	0.8	-1.7	-0.4
FAS-TE inh	-3.2	0.9	-97.4	8.2	-6.0	21.5
PABP1 MLLE inh	7.4	2.9	-12.9	-5.4	-4.6	-2.7
CSN deneddyl inh	-1.4	-5.5	4.5	-1.2	-0.7	-2.2
TbMetRS inhib	-0.3	-0.1	1.3	-0.2	0.1	0.4
Neddyl block	i	i	+	i	i	i
MsrA act	-3.5	-1.5	1.8	6.6	-2.2	-2.3
Rin1 Abl inh	1.4	0.7	-21.7	-3.2	1.1	-0.5

43. Cc1ccc(-c2ccc(/C=C3\C(=O)ON=C3c3ccccc3)o2)c([N+](=O)[O-])c1
44. CN1C(=O)N(CC(=O)Nc2ccc3c(c2)OCO3)C(=O)C12CCCCC2
45. COc1ccc(C(=O)Nc2cc(C)c(NC(=O)c3ccccn3)cn2)cc1
46. CC(C)Oc1ccc(Cc2cnc(N)nc2N)cc1
47. CCOc1ccc(N=C2NN=C(c3cc(C)n(CC4CCCO4)c3C)CS2)cc1 (centres undefined)
48. O=C(O)c1cc(N/C(=N\S(=O)(=O)c2ccc(F)cc2)c2ccccc2)ccc1O

Assay by compound	43	44	45	46	47	48
eLon inh	2.4	1.9	-3.4	1.4	-5.0	-3.9
MsrA inh	1.0	-0.1	0.2	0.1	-0.4	0.8
FAS-TE inh	-5.5	-5.9	-1.3	-8.6	-48.7	-6.6
PABP1 MLLE inh	35.6	-5.6	3.1	3.9	-24.4	-5.0
CSN deneddyl inh	18.6	-0.8	5.8	0.6	7.4	-2.0
TbMetRS inhib	-1.0	-0.2	-0.4	-1.0	-0.4	0.0
Neddyl block	i	i	i	i	i	i
MsrA act	-15.2	-4.3	-1.5	-2.0	-5.9	-2.4
Rin1 Abl inh	-2.2	6.7	2.5	4.0	-1.3	0.6

49. Cc1cc(C2=NNC(=NC3CC3)SC2)c(C)n1Cc1ccco1
50. O=C(Nc1cccc(Cl)c1N1CCCC1)c1cc2ccccc2o1
51. O=C(COc1ccccc1)Nc1ccc(CN2CCCCC2)cc1
52. Cc1nc2c(OCc3ccc(C(F)(F)F)cc3)cccn2c1N(C)C(=O)CCC1CCCC1
53. O=C(Oc1cccc2ccccc12)c1cc(Cl)nc2ccccc12
54. O=S(=O)(c1ccccc1)C1(C2CC(c3ccccc3)=NO2)CC(O)C1 (centres undefined)

Assay by compound	49	50	51	52	53	54
eLon inh	-6.8	-4.9	15.0	-1.2	3.1	3.5
MsrA inh	-0.3	0.6	1.0	0.7	0.3	0.3
FAS-TE inh	-51.5	28.9	-1.9	32.5	38.8	-7.6
PABP1 MLLE inh	-16.9	-4.2	-1.9	-10.0	5.2	11.6
CSN deneddyl inh	-3.0	2.3	-1.7	1.2	0.3	-1.0
TbMetRS inhib	0.6	-0.8	-0.8	-0.3	-1.5	0.7
Neddyl block	i	i	i	i	i	i
MsrA act	-3.5	-4.3	-2.5	-0.7	-9.2	0.4
Rin1 Abl inh	1.2	-0.4	2.3	-1.1	-1.5	2.0
